Source: PubChem
SUMO1 PPI mod: modulators of SUMO1 protein-protein interactions, primary screen, biochemical, uHTS; actives 0.33% (n = 360,000); inhibition, % at 20 µM; SUMO1 binding to a labelled peptide, TR-FRET, 1 h; AID 602429, 2012; Small ubiquitin-related modifier 1 (Homo sapiens), P63165; in the data active = inhibition above about 37%
NadD inh: inhibitors of S. aureus NadD, primary screen, biochemical, colorimetric, uHTS. Nicotinate-nucleotide adenylyltransferase NadD (Staphylococcus aureus N315). purified NadD enzyme, colorimetric absorbance read-out. inhibition, % at 20 µM. actives 0.78% (n = 360,000). AID 602399, 2012; in the data active = inhibition above about 26%; note: some compounds past the cut are filed as inactive
DNMT1 inh: human DNMT1 methyltransferase inhibitors, primary screen, biochemical, molecular beacon, fluorescence, HinP1I cleavage, uHTS. inhibition (reported as % activation of signal), % at 10 µM. DNA (cytosine-5)-methyltransferase 1 (Homo sapiens), P26358. actives 0.83% (n = 360,000); in the data active = inhibition above about 50%
Target sequence (P26358 504-1616 limits assumed): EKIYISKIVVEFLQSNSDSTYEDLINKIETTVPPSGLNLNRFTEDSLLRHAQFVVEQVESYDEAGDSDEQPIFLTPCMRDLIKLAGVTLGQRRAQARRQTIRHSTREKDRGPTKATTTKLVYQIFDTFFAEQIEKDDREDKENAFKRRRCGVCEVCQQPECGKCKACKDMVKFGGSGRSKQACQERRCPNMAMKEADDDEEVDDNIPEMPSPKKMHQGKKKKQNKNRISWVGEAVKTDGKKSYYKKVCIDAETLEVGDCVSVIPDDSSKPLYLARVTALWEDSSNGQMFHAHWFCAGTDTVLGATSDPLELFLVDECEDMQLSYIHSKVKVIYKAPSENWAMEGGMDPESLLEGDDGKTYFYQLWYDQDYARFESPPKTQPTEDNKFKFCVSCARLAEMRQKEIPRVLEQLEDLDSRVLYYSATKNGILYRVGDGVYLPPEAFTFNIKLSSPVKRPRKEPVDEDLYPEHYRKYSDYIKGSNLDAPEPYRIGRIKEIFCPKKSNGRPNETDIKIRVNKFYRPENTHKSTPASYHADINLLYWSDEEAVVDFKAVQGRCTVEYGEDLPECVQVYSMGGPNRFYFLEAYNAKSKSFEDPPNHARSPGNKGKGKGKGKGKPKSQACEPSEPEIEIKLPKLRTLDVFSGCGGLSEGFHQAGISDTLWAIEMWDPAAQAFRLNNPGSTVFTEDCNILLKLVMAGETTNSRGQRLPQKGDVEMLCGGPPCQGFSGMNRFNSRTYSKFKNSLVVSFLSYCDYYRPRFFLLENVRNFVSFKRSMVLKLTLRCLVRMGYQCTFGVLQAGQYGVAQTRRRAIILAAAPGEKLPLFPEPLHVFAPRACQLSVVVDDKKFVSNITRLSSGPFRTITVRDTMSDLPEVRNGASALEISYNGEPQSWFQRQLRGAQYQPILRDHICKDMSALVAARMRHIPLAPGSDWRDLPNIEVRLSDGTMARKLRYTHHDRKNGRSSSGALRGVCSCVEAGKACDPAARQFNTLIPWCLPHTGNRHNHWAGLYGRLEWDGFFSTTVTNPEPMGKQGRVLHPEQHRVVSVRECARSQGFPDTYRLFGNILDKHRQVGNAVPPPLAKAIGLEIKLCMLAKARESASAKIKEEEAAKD
STEP inh: STEP phosphatase inhibitors, primary screen, biochemical, fluorescence intensity, uHTS; Tyrosine-protein phosphatase non-receptor type 5 (Homo sapiens), P54829; recombinant STEP, OMFP fluorogenic substrate; inhibition, % at 20 µM; actives 0.25% (n = 360,000); AID 588621, 2011;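 active = inhibition at 20 µM, scaled per plate between control wells, above about 37%, limit read from the data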;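 note: 0% = DMSO with enzyme and substrate and 100% = substrate only without enzyme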
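Also added – OMFP at 25 µM · Test system – STEP tyrosine phosphatase · Technique – FITC-channel fluorescence of OMFP product · Schedule – 20 min at room temperature, dark · Evaluation – control-normalized % inhibition with plate pattern correction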
Scp1 inh: Scp-1 phosphatase inhibitors, primary screen, biochemical, colorimetric, uHTS; Carboxy-terminal domain RNA polymerase II polypeptide A small phosphatase 1 (Homo …; Recombinant Scp1, phosphopeptide, malachite green phosphate absorbance; inhibition, % at 20 µM; actives 0.88% (n = 340,000); AID 493091, 2011;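 active = inhibition above about 50% at 20 µM, limit read from the data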;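 note: plate controls were DMSO wells with enzyme for no effect and wells lacking enzyme for full effect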
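Assay system: SCP-1 catalytic fragment, aa 76-261 | Buffer or medium: Tris acetate buffer pH 5.5 with MgCl2 and Tween-20 | Compound: One concentration, 20 µM, with 1.0% DMSO | Also added: Phospho 17-mer peptide substrate | Signal: Absorbance at 630 nm | Incubation: 45 min enzyme reaction at room temperature | Measure: % inhibition of SCP-1 phosphate liberation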
LMPTP inh: LMPTP phosphatase inhibitors, primary screen, biochemical, fluorescence intensity, uHTS | Low molecular weight phosphotyrosine protein phosphatase (Homo sapiens), P24666 | recombinant LMPTP-A, OMFP fluorogenic substrate | inhibition, % at 20 µM | actives 0.22% (n = 360,000) | AID 651560, 2012;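 active = compounds that cut the enzyme signal by at least half of the control window in the single-dose screen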;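 note: plate controls were DMSO wells with enzyme plus substrate for no effect and substrate without enzyme for full effect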
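Test system: LMPTP-A, protein tyrosine phosphatase of low molecular weight; Input: 0.625 nM enzyme; Incubation: 50 min dark incubation at room temperature; Signal: endpoint fluorescence intensity from OMFP dephosphorylation; Read-out basis: % inhibition versus control wells.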
CSN deneddyl inh: inhibitors of CSN-mediated cullin deneddylation, primary screen, biochemical, fluorescence polarization, uHTS. COP9 signalosome complex subunit 5 (Homo sapiens), Q92905. Purified CSN, SCF-Nedd8-OG deneddylation. inhibition, % at 12.5 µM. actives 0.38% (n = 360,000). AID 651999, 2013;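 active = pattern-corrected inhibition above about 35%, with an unprinted fluorescence ratio check between 0.5 and 1.5, limit read from the data, passing the limit was not always enough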;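 note: 0% = enzyme with substrate and 100% = substrate without enzyme; some results filed as inactive read as strong as hits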
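Test system: Human Csn5 produced in HEK293T cells | Compound: 12.5 µM single point | Times: 90 min, room temperature | Signal: Fluorescence polarization readout | Read-out basis: % inhibition of substrate cleavage by Csn5 | Controls: no-enzyme wells high, enzyme-with-substrate wells low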
TbMetRS inhib: T. brucei MetRS inhibitors, primary screen, biochemical, luminescence; actives 0.4% (n = 360,000); AID 624268, 2012; purified T. brucei MetRS, ATP depletion, Kinase-Glo luminescence; inhibition, % at 11.9 µM;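 active = inhibition above a per-plate cutoff of the control wells' mean inhibition plus 3 SD, cut at about 5.5% in these data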;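 note: 0% = DMSO wells median and 100% = median of wells with control inhibitor compound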
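assay system = parasite MetRS enzyme | timing = 15 min preincubation, 2 h reaction, all 25 °C | evaluation = percent inhibition relative to median high and low control wells | medium = HEPES buffer containing pyrophosphatase, BSA, spermine, DTT | compound = single dose, 11.9 µM final nominal, 0.9% final DMSO | detection = Kinase-Glo luminescence, ATP depletion format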
PABP1 MLLE inh: inhibitors of PABP1 MLLE–PAM2 peptide binding, primary screen, biochemical, fluorescence polarization, FITC-PAM2, GST-MLLE; Polyadenylate-binding protein 1 (Homo sapiens), P11940; AID 588489, 2011; actives 0.36% (n = 360,000); inhibition, % at 20 µM; in the data active = inhibition above about 35%, passing the limit was not always enough;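 note: plate controls were DMSO wells with GST-MLLE for no effect and wells lacking GST-MLLE protein for full effect; some results filed as inactive read as strong as hits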
Rpn11 inh: Rpn11 (PSMD14) deubiquitinase inhibitors, primary screen, biochemical, fluorescence polarization, uHTS. 26S proteasome non-ATPase regulatory subunit 14 (Homo sapiens), O00487. calls only at 20 µM. human 26S proteasome, Ub4-pepOG fluorescence polarization; 20S core pre-blocked with epoxomicin. actives 0.59% (n = 360,000);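 active = inhibition at 20 µM, scaled to each plate's controls, above about 33%, limit read from the data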
Numbers without * were called inactive; i = inactive; nt = no result given.

Start of the data: the first 4 records (preview)
SMILES	SUMO1 PPI mod	NadD inh	DNMT1 inh	STEP inh	Scp1 inh	LMPTP inh	CSN deneddyl inh	TbMetRS inhib	PABP1 MLLE inh	Rpn11 inh
O=C(Nc1ccc2c(c1)OCCO2)C(C1CC1)N1CCN(c2ccc(F)cc2)CC1 (centres undefined)	7	-5	2	1	nt	-0.2	14	0.1	-2	i
O=C(NCCCCCNC(=O)c1cccnc1)c1cccnc1	-3	-1	2	-3	-10	0.2	-1	0.3	6	i
COc1cccc(-n2nnc3c(=O)n(CC(=O)N4CCCc5ccccc54)cnc32)c1	-2	-4	2	14	-8	0.4	0	-0.5	8	i
COCCN(CCOC)C(=O)c1cc2sc3ccccc3c2s1	-7	-3	0	4	-4	-0.1	2	0.1	-13	i

The listing, repeating the preview:
SMILES	SUMO1 PPI mod	NadD inh	DNMT1 inh	STEP inh	Scp1 inh	LMPTP inh	CSN deneddyl inh	TbMetRS inhib	PABP1 MLLE inh	Rpn11 inh
O=C(Nc1ccc2c(c1)OCCO2)C(C1CC1)N1CCN(c2ccc(F)cc2)CC1 (centres undefined)	7	-5	2	1	nt	-0.2	14	0.1	-2	i
O=C(NCCCCCNC(=O)c1cccnc1)c1cccnc1	-3	-1	2	-3	-10	0.2	-1	0.3	6	i
COc1cccc(-n2nnc3c(=O)n(CC(=O)N4CCCc5ccccc54)cnc32)c1	-2	-4	2	14	-8	0.4	0	-0.5	8	i
COCCN(CCOC)C(=O)c1cc2sc3ccccc3c2s1	-7	-3	0	4	-4	-0.1	2	0.1	-13	i
COc1cccc(-n2nnc3c(=O)n(CC(=O)Nc4cc(C)on4)cnc32)c1	2	-2	1	0	-4	-0.7	-1	0.4	5	i
O=C(CCc1ccc(S(=O)(=O)N2CCOCC2)cc1)Nc1c(F)cccc1F	1	-4	2	2	-2	-0.8	-3	-0.2	7	i
C=CCOc1ccccc1CN1CCC(Oc2ccc(C(=O)N3CCCC3)cc2)CC1	-1	-7	-1	-1	-3	0.7	-1	-0.1	2	i
C=CCn1c(SCC(=O)NCCO)nc2sc(C)c(C)c2c1=O	1	-1	1	0	-3	-0.4	-6	0.0	-18	i
CCOc1ccccc1NC(=S)NCc1ccccc1	4	0	-13	2	-3	0.2	1	-0.8	-15	i
O=C1C(=O)N(CCCN2CCOCC2)C(c2ccc(F)cc2)/C1=C(/O)c1ccccc1 (centres undefined)	0	-6	2	2	-8	-6.3	1	-0.8	7	i
O=C(NCc1cccnc1)NC(=O)c1ccc(Cl)cc1	-1	1	2	1	-2	-0.3	-1	0.6	2	i
O=C(COC(=O)c1cccc(S(=O)(=O)N2CCOCC2)c1)Nc1ncc(C(F)(F)F)cc1Cl	5	10	4	2	-6	-1.0	-4	0.3	-16	i
NNC(=O)c1cncn1-c1ccc(F)cc1	2	-1	0	-3	0	-0.8	2	-1.1	5	i
CC1=C(c2ccccc2)[N+](=O)C2(CCCCC2)N1[O-]	0	4	-8	2	-5	-0.7	5	-0.2	-52	i
O=C(NCCCN1CCCCCC1)c1ccc2c(c1)NC(=O)C(N1CCOCC1)S2 (centres undefined)	-1	14	-1	6	-3	0.7	1	-0.4	10	i
COc1ccc(CCNC(=O)COC(=O)c2cc(=O)[nH]c3ccccc23)cc1	-21	4	3	-3	-3	0.1	-2	0.4	-1	i
COc1ccc(S(=O)(=O)NCc2ccccn2)cc1NC(=O)c1ccc(C)cc1	-2	-2	0	2	3	-0.6	-2	0.2	1	i
C[C@H]1CN=C(N(C)C)N1CCc1cccc(F)c1	-1	-3	14	-2	-1	-2.3	0	0.0	8	i
Cc1nc(-c2cc(-c3nc(-c4cc(C(F)(F)F)cc(C(F)(F)F)c4)no3)no2)cs1	2	2	2	5	-11	2.0	-4	-0.1	7	i
CN(C)C(CNC(=O)c1cccc(S(=O)(=O)N2CC3(C)CC2CC(C)(C)C3)c1)c1ccco1 (centres undefined)	4	-1	-8	-3	-3	-6.7	2	-0.1	2	i
C=CCn1c(COc2ccc(OC)cc2)nnc1SC(C)C(=O)NC1CC1 (centres undefined)	-4	-4	0	-3	-4	-6.1	-4	0.2	-10	i
Nn1c(SCC(=O)N2CCCc3ccccc32)nnc1-c1ccccc1	-2	-6	-2	-2	5	-2.2	0	-0.5	-4	i
N/C(=N\OC(=O)c1ccc2c(c1)OCO2)c1cccc([N+](=O)[O-])c1	-18	-6	0	1	-1	-0.2	5	-0.9	5	i
O=C(COC(=O)c1cc([N+](=O)[O-])ccc1N1CCOCC1)NCc1ccccc1	-26	-5	-3	-1	nt	0.3	-2	-0.3	-12	i
CCOC(=O)c1sc(=S)n(-c2ccc(Cl)cc2)c1C	-12	-1	-3	5	-8	1.2	-2	-0.3	1	i
C#CCNC(=O)C[C@@H]1C[C@@]2(C(=O)OCC)CCCC=C2N(CCCCCCCC)C1=O	3	-5	nt	nt	nt	1.6	-2	-0.8	nt	nt
O=c1oc2ccccc2cc1-c1csc(Nc2ccc(O)cc2)n1	-6	2	-10	-1	-1	2.3	-5	0.0	-118	i
CC(C)NC(=O)Cn1cnc2c(cnn2-c2ccc(F)cc2)c1=O	3	-2	1	1	0	-1.9	0	0.6	-13	i
CCc1ccc(S(=O)(=O)Nc2ccc(O)c3c(=O)cc(-c4ccccc4Cl)oc23)cc1	3	6	-2	1	-10	1.6	3	0.0	-7	i
Nc1c(S(=O)(=O)c2cc(Cl)ccc2Cl)c2nc3ccccc3nc2n1CCN1CCOCC1	5	-1	-2	1	1	0.7	4	-0.4	0	i
C/C(=C\c1ccccc1)CN1CCN(c2cccc(Cl)c2)CC1	-4	-3	1	0	3	0.7	1	-0.6	3	i
O=C(O)c1ccc(CSc2nnc(COc3ccc(Cl)cc3Cl)o2)cc1	10	1	0	4	-12	0.1	19	48*	-117	i
C=CCN(C(=O)c1csnn1)C(C(=O)NC1CCCCC1)c1ccc(Cl)cc1 (centres undefined)	-1	-4	-1	0	-5	0.0	1	0.5	15	i
CN(CC(=O)NCc1ccc2c(c1)OCO2)CC(=O)Nc1ccc(F)c(F)c1F	4	-3	2	-1	0	-1.4	1	-0.4	-18	i
COc1cc(OC)c(OC)cc1/C=C1/C(=O)N=C(N)N1C	-9	3	0	0	-21	1.9	7	3.2	-17	i
Cc1ccc(C)c(NC(=O)CSc2nnc(-c3ccncc3)n2N)c1	-3	4	-2	-1	-8	-1.5	5	-0.1	-16	i
O=C(Nc1cccc(S(=O)(=O)NC2=NCCC2)c1)c1cc(-c2ccco2)nc2ccccc12	23	68*	99*	6	90*	61*	70	0.8	-28	nt
Cc1nnc2c3ccccc3c(-c3cccc4ccccc34)nn12	0	5	-1	2	-2	0.5	-1	-0.9	6	i
COc1cc(OC)c(C(=O)N/N=C/c2ccoc2)cc1OC	5	-2	2	3	7	-0.4	-1	-1.0	5	i
CCc1cc(=O)oc2cc(C)cc(OCC(C)=O)c12	-2	5	0	0	0	-1.0	2	-0.3	0	i
Oc1ccc(Cl)cc1C(C#Cc1ccccc1)N1CCOCC1 (centres undefined)	0	-4	4	-2	-3	2.0	-1	0.2	-6	i
Cc1ccc(O)c(C(=O)c2cnn(C(=O)Cc3csc(C)n3)c2)c1	0	2	4	3	-2	-1.3	8	-0.7	16	i
COc1ccc(OCC(=O)Nc2ccc3oc(=O)ccc3c2)cc1	-8	-8	-1	0	-2	-2.6	-4	-0.4	6	i
Cn1c(=O)n(Cc2ccc(Br)cc2)c2ccccc21	-2	-4	-5	2	-7	0.4	2	-0.1	-4	i
CCOc1cc2c(cc1OCC)C(c1ccccc1OC)OC(=O)C2 (centres undefined)	3	2	0	1	3	-2.9	2	-1.1	7	i
S=c1[nH]c(-c2ccc(Cl)cc2)cs1	3	8	0	-3	-7	0.3	-3	-0.6	0	i
CC1=C(C#N)C(=O)NC(C)(C)C1	0	6	-2	-1	-13	-1.3	-1	-0.2	0	i
CCOC(=O)C1=C(C)OC(N)=C(C#N)C1c1cccc(C)c1 (centres undefined)	-2	8	-3	0	-6	-0.4	0	0.4	-7	i
CN(C(=O)c1cccc(S(=O)(=O)N2CCOCC2)c1)c1c(N)n(Cc2ccccc2)c(=O)[nH]c1=O	2	6	-1	-1	5	-0.2	0	-0.8	-16	i
COc1ccc(C(=O)C2CCCN(Cc3ccc(Sc4nncn4C)o3)C2)cc1F (centres undefined)	1	-3	-2	4	-14	-1.8	5	0.1	-11	i
New compounds follow
SMILES	SUMO1 PPI mod	NadD inh	DNMT1 inh	STEP inh	Scp1 inh	LMPTP inh	CSN deneddyl inh	TbMetRS inhib	PABP1 MLLE inh	Rpn11 inh
COc1ccc(-c2cc(C(=O)NCc3ccco3)no2)cc1OC	0	-9	1	-1	-12	-0.3	4	-0.7	-2	i
COCCNC(=O)C1(C)CCCN(C(=O)c2ccccc2C(F)(F)F)C1 (centres undefined)	8	2	0	-2	nt	-3.1	-2	-0.2	-4	i
Cc1ccc(S(=O)(=O)NC(CC(=O)O)c2cccs2)cc1 (centres undefined)	1	4	0	-4	-7	-0.7	-3	0.0	-5	i
COc1ccccc1NC(=O)CC1C(=O)NCCN1C(=O)Nc1ccccc1 (centres undefined)	-4	-3	4	-1	-2	-1.3	-6	-0.2	-12	i
Cc1ccc(/C=C/C(=O)OCC(=O)c2ccc3c(c2)NC(=O)CO3)o1	-11	14	-4	0	-7	3.4	2	-0.1	-16	i
CCCOc1ccc(OCCn2nc(C(=O)O)c3ccccc3c2=O)cc1	-1	-8	0	2	-4	0.2	-5	-1.2	4	i
